CHO-K1 Ca PAM – nonselective calcium activators in parental CHO-K1 cells, primary screen, counter-screen for M1 PAM project, cell-based, Fluo-8 calcium fluorescence, full deck, 1536-well; ATP EC20; 0% at ATP EC20, 100% at ATP max; activation, % at 3 µM; 0.02% of 360,000 active; AID 602247, 2012;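 active = activation above the run cutoff, the mean activation of all test compounds plus 3 SD, cut at about 40% in these data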;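 note: peak over basal fluorescence ratio in a 140 s read after ATP addition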
CHO-K1 Ca antag – M1 antagonist counterscreen hit in parental CHO-K1 cells; inhibition, % at 3 µM; 0.6% of 360,000 active; ATP-induced calcium, Fluo-8 fluorescence; AID 602250;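 active = inhibition above a per-plate cutoff, the plate's mean sample inhibition plus 3 SD, cut at about 24% in these data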;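 note: 0% = DMSO plus EC80 ATP and 100% = DMSO alone without ATP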
M4 PAM – human M4 muscarinic receptor positive allosteric modulators, primary screen, CHO-K1 cells, Fluo-8 calcium fluorescence; AID 624126, 2012; CHO-K1 hM4/Gqi5, ACh EC20; 0% = ACh EC20, 100% = maximal ACh; activation, % at 3 µM; 0.4% of 360,000 active;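 active = activation above its plate's cutoff, the mean activation of sample wells plus 3 SD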; note: some results filed as inactive read as strong as hits
Target sequence (P08173 whole entry, looked up): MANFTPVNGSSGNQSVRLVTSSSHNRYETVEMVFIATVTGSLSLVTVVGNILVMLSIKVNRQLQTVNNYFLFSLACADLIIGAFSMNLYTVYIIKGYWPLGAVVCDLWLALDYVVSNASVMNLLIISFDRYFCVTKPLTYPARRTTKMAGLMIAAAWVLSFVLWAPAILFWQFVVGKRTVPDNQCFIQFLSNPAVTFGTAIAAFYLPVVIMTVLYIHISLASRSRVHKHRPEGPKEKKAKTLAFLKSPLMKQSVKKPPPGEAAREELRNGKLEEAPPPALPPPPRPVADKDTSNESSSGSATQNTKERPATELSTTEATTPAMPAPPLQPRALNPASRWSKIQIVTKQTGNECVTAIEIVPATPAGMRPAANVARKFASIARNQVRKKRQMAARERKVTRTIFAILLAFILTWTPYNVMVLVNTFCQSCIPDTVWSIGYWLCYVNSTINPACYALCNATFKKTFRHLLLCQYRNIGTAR
M5 antag – human M5 muscarinic receptor antagonists, primary screen, CHO cells, Fluo-8 calcium fluorescence; Muscarinic acetylcholine receptor M5 (Homo sapiens), P08912; CHO-hM5 cells, ACh EC80; inhibition, % at 3 µM; 0.59% of 360,000 active; AID 624040, 2012;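 active = inhibition above a per-plate cutoff, the mean of that plate's test compounds plus 3 SD, cut at about 27% in these data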;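 note: 0% = acetylcholine EC80 with DMSO and 100% = DMSO without agonist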
M4 ag – human M4 muscarinic receptor agonists, primary screen, CHO-K1 cells, Fluo-8 calcium fluorescence | 0.14% of 360,000 active | activation, % at 3 µM | Muscarinic acetylcholine receptor M4 (Homo sapiens), P08173 | CHO-K1 hM4/Gqi5; vehicle 0%, full acetylcholine response 100%;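 active = activation above the run mean over all test wells plus 3 SD, cut at about 32% in these data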;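 note: peak over basal fluorescence ratio per well then scaled between controls; 0% = DMSO wells and 100% = acetylcholine at EC100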
CHO-K1 Ca ag – counter-screen for M1 agonists: effect in parental CHO-K1 cells. Fluo-8 calcium fluorescence; scaled to maximal ATP response, vehicle zero. AID 602248, 2012. activation, % at 3 µM. 0.48% of 360,000 active; in the data active = activation above about 15%;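 note: untransfected CHO-K1 host cells lacking M1 receptor as counterscreen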
CHRM5 PAM – human M5 muscarinic receptor positive allosteric modulators, primary screen, CHO-K1 cells, Fluo-8 calcium fluorescence; Muscarinic acetylcholine receptor M5 (Homo sapiens), P08912; CHO-K1 hM5, ACh EC20 PAM; 0% = ACh EC20, 100% = ACh EC100; activation, % at 3 µM; 0.3% of 360,000 active; AID 624038, 2012;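 active = activation above the run cutoff, the mean activation of all test compounds plus 3 SD, cut at about 18% in these data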
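system = human M5 receptor in CHO-K1 cells | compound = one concentration, 3 µM final (nominal) | schedule = Post-acetylcholine fluorescence recording 140 s | signal = Fluo-8 calcium dye fluorescence, kinetic read | benchmarks = low control EC20 acetylcholine (0%), high control EC100 acetylcholine (100%) | repeats = singlicate, one well per test compound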
CHRM4 antagonist – human M4 muscarinic receptor antagonists, primary screen, CHO cells, Fluo-8 calcium fluorescence | Muscarinic acetylcholine receptor M4 (Homo sapiens), P08173 | CHO-hM4 cells, ACh EC80 | inhibition, % at 3 µM | 0.73% of 360,000 active | AID 624125, 2012;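 active = inhibition above its plate's cutoff, the mean inhibition of sample wells plus 3 SD, cut at about 27% in these data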;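 note: 0% = acetylcholine EC80 with DMSO and 100% = DMSO without agonist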
CHRM5 agonist – human M5 muscarinic receptor agonists, primary screen, CHO-K1 cells, Fluo-8 calcium fluorescence | Muscarinic acetylcholine receptor M5 (Homo sapiens), P08912 | CHO-K1 hM5 cells; 0% DMSO wells, 100% maximal acetylcholine response | 0.19% of 360,000 active | activation, % at 3 µM;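 active = activation above the run's mean over test compounds plus 3 SD, cut at about 23% in these data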;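 note: signal is peak over basal fluorescence ratio across the kinetic read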
Starred values were filed as active, the others as inactive. This is a random part of the collection; about 2.7% have a hit in one of these screens.

nr	SMILES	CHO-K1 Ca PAM	CHO-K1 Ca antag	M4 PAM	M5 antag	M4 ag	CHO-K1 Ca ag	CHRM5 PAM	CHRM4 antagonist	CHRM5 agonist
1	Cc1ncn(-c2ccc(C(=O)Oc3ccccc3)cn2)n1	9	6	3	10	2	1.8	0	-1	-2
2	COc1cc(Cl)ccc1OCc1cc(C(=O)N(C)CCc2c(C)n[nH]c2C)no1	-28	22	-3	-7	4	4.1	0	11	-3
3	CCOC(=O)c1nnn(-c2nonc2N)c1-c1ccc(OC)cc1	19	-3	16	1	1	0.5	4	-1	-5
4	CC1(C)C2CCC1(CS(=O)(=O)N1CCC(C(=O)O)CC1)C(=O)C2 (stereo unspecified)	-8	8	1	10	2	-0.7	-4	0	4
5	Cc1ccc(S(=O)(=O)N2C[C@H]3C(=O)C[C@@H]4C(=O)N(c5ccccc5)C(=O)[C@@H]4[C@@H]3C[C@@H]2c2ccccc2)cc1	19	-16	9	-2	2	1.2	-3	-1	-1
6	Cc1ccc(OCC(=O)NCCO)c(Br)c1	14	-12	-2	5	1	0.1	2	-5	-1
7	N#Cc1ccc(N2C(=O)[C@@H]3C(C(=O)c4ccc5ccccc5n4)=NN[C@@H]3C2=O)cc1	-1	9	8	-1	2	1.0	-2	-2	0
8	COc1ccc(C(C#N)N2CCOCC2)cc1 (stereo unspecified)	15	-2	-2	0	0	-0.3	-2	9	1
9	CCCCNc1c(-c2ccc(OC)c(SC(C)CC)c2)nc2cnccn12 (stereo unspecified)	-9	-1	-3	21	5	-0.2	-21	-1	-6
10	O=C(NC(=S)NNC(=O)c1cccs1)c1ccccc1	-13	1	-2	27*	1	0.1	-11	12	-3
11	C=CCn1c(SCC(=O)Nc2ccc(OC)cc2)nc2c([nH]c3ccccc32)c1=O	-5	-1	9	12	2	-0.1	-4	3	-3
12	O=C(c1ccccc1)C1CCN(C(=O)C2CCC(=O)N(Cc3ccccc3F)C2)CC1 (stereo unspecified)	1	-5	0	-1	10	3.2	-5	-8	2
13	COc1ccc(C2(O)CN(c3ccc(C)cc3)C3=[N+]2CCCC3)cc1 (stereo unspecified)	1	1	-22	8	0	-0.1	-25	17	-18
14	CCOc1ccc(OCC)c(NC(=O)C2CCCN(C(=O)c3ccc(Cl)cc3)C2)c1 (stereo unspecified)	21	-17	6	8	-1	-0.3	4	15	2
15	CCCC(=O)Nc1nnc(/C=C/c2ccccc2)s1	-8	-8	-1	-2	2	0.2	-1	2	1
16	Cc1ccc(CSc2ncnc3ccccc23)cc1	23	-9	8	-3	2	2.1	0	-4	2
17	COCC(=O)Nc1cc(C(=O)NCC(C)C)ccc1Cl	0	-4	9	5	0	0.1	-1	8	1
18	CCCc1cc(=O)oc2cc(OCc3ccc(C(=O)O)o3)ccc12	9	-7	0	-1	1	0.7	-2	3	-2
19	O=C1NC(=O)C2(Br)Nc3ccc(Br)cc3C(=O)C2N1 (stereo unspecified)	2	1	3	13	-1	0.4	8	-1	2
20	O=C(c1ccc2c(c1)CCN2S(=O)(=O)c1ccccc1)N1CCN(c2ccccc2F)CC1	-5	-6	6	3	0	-0.4	0	-10	-2
21	CCC1CN(C(=O)NCc2ccccc2)c2ccccc2O1 (stereo unspecified)	-15	4	-2	0	0	-0.6	-3	-1	-6
22	O=c1c2ccccc2oc2cc(NCCCn3ccnc3)ccc12	17	-16	8	7	1	0.7	7	4	-4
23	CC(Oc1ccccc1)C(=O)Nc1nnc(S(=O)(=O)N(C)c2ccccc2)s1 (stereo unspecified)	-9	2	0	-4	7	6.8	-5	-2	9
24	O=C(O)CSc1nnc(-c2ccco2)o1	13	-2	2	-4	1	-0.1	-3	6	-8
25	COc1ccc(OC)c(S(=O)(=O)N2CCN(c3ncccn3)CC2)c1	12	-17	2	4	4	3.0	0	3	-4
26	CCCOC(=O)Nc1nc(-c2ccc(C)cc2)c(C)s1	-5	-9	6	-3	-1	-0.5	9	-7	4
27	COc1ccc2c(c1)C(C)(CCN)C(=O)N2C (stereo unspecified)	10	-17	4	12	-1	0.6	1	16	1
28	O=C(CCCc1c[nH]c2ccccc12)NCCc1c[nH]c2ccccc12	12	1	-2	4	8	5.3	1	6	2
29	CC1CN(S(=O)(=O)N2CCOCC2)CCN1S(=O)(=O)N1CCOCC1 (stereo unspecified)	20	-4	4	10	1	0.3	2	-4	-2
30	COc1ccccc1NC(=O)CSc1nc(=O)n(CCN2CCOCC2)c2c1CCC2	-24	2	1	7	3	0.1	2	1	-1
31	Cc1cc(C(=O)OCC(=O)N2CC(=O)Nc3ccccc32)no1	22	-22	2	7	0	5.5	3	12	1
32	O=C(Nc1cccc(S(=O)(=O)Nc2ccccc2Cl)c1)c1ccc(N2CCCC2)c([N+](=O)[O-])c1	15	-8	-4	-2	1	0.7	-7	-3	-1
33	Cc1cccc(N2C(=O)CC(SC(N)=Nc3ccccc3)C2=O)c1 (stereo unspecified)	12	-6	-2	12	3	1.6	-9	0	4
34	CC(C)(C)c1cccc(C2(O)C(=O)c3ccccc3C2=O)c1O	6	-3	-26	18	14	4.1	-15	0	-3
35	COc1ccc(/C=C/c2nc(-c3ccccc3O)n(-c3ccccc3)n2)cc1	15	-1	4	0	0	-0.2	-5	-3	-3
36	COCCNC(=O)c1ccc(CS(=O)(=O)c2ccc(C)cc2)o1	17	-1	0	-4	0	-0.1	1	1	3
37	Cc1ccc(CSc2nnc(SCC(=O)N/N=C/c3ccccc3OCC(=O)O)s2)cc1	-19	-1	7	-11	1	0.1	8	-11	-2
38	CCOc1ccc(C(=O)Nc2cccc(-c3ccc4nncn4n3)c2)cc1	4	-6	3	7	6	2.7	-6	7	-3
39	Cc1cccc(C(=O)NNC(=O)c2ccc(NC(=O)C(C)(C)C)cc2)c1	12	-8	3	-6	1	0.0	7	-6	-2
40	COc1cccc(C(=O)Nc2nnc(-c3cccs3)s2)c1	16	2	4	1	1	0.3	1	15	0
41	Cn1nc(C(=O)Nc2ccc3c(c2)OCCO3)cc1C(=O)O	-4	5	-6	1	0	-0.1	-2	-4	-1
42	CCOc1ccccc1Cn1c(=O)sc2ccccc21	12	5	2	-2	-2	0.0	2	1	-7
43	CCOC(=O)CNC(=S)N(CCCN1CCCC1)Cc1cccs1	-11	11	-9	8	13	4.3	-11	-7	-4
44	Nc1nc(COC(=O)C2CC(=O)N(CCc3ccccc3)C2)nc(Nc2ccccc2)n1 (stereo unspecified)	12	-10	-4	-8	5	2.1	1	7	4
45	COc1ccc(S(=O)(=O)N2CCCC(C(=O)NCc3cccnc3)C2)cc1OC (stereo unspecified)	-11	-3	6	-8	1	1.2	3	-3	2
46	CC1=C(C(=O)N(C)C)CC(CC(=O)NCCCN(C)C)C(=O)N1CCCN1CCCC1=O (stereo unspecified)	1	0	-1	-8	1	0.0	0	-4	2
47	O=C1C2C3C=CC(C3)C2C(=O)N1c1cccc2ccccc12 (stereo unspecified)	-4	-5	3	8	1	1.0	-3	1	-1
48	COC(=O)C(Cc1cnc[nH]1)NC(=O)C1CCC(=O)N1 (stereo unspecified)	-1	-1	-10	1	-1	-0.1	-1	14	1
49	CCCCC1CCC(C(=O)N(CCOC)c2c(N)n(CC(C)C)c(=O)[nH]c2=O)CC1 (stereo unspecified)	5	-14	1	3	1	0.1	-4	0	2
50	CCC(=O)Nc1ccc2nc(C3CC3)n(Cc3ccccc3)c(=O)c2c1	12	-8	2	-3	1	0.3	9	-6	-3
51	CCNC(=O)CCCOc1ccc(Cl)cc1Cl	5	1	-1	-9	1	0.0	-5	5	-1
52	Cc1ccc(NC(=O)Cn2nc(C)c(S(=O)(=O)N(C)C)c2C)cc1C	3	-3	8	-10	5	4.6	6	4	8
53	COc1ccc(COC(=O)c2n[nH]c3ccccc23)cc1F	2	17	-7	10	2	0.1	-9	4	2
54	COc1ccccc1CNC(=O)c1ccc(N(C)S(=O)(=O)c2ccc(C)cc2)cc1	-14	10	1	0	0	-0.4	3	8	-5
55	O=C(CCC(=O)c1cccs1)OCc1nc2ccccc2s1	8	-7	5	8	1	0.8	-5	4	-4
56	CCC(CC)c1nnc(NC(=O)c2c(-c3ccccc3)noc2C)s1	19	-14	10	-4	1	0.6	-2	-17	-2
57	O=C(Nc1nnc(C2=COCCO2)o1)c1ccc(S(=O)(=O)N2CCOCC2)cc1	21	-7	0	-5	1	0.9	9	4	2
58	COC(C[C@@H](O)CC(=O)COCc1ccccc1)OC	-15	8	-3	10	1	-0.5	-5	14	3
59	CCOC(=O)C1CCN(CCC(=O)Nc2cccc(Cl)c2)CC1	15	-2	7	0	3	1.7	1	2	-4
60	O=C(CSc1ncc(-c2ccc(F)cc2)n1Cc1ccco1)Nc1ccc2c(c1)OCO2	9	18	-6	12	6	3.6	-33	8	-10
61	Cc1cccc(OC(=O)c2ccc3nccnc3c2)c1	14	-10	3	-4	2	0.6	-3	-3	-1

Screening results (PubChem BioAssay)
